Tb PFK inh: blocks T. brucei phosphofructokinase; O15648; T. brucei PFK, ADP-Glo luminescence; Potency, µM (series often up to 57.5 µM), for the others: at the highest dose activity, negative = inhibition, most hits filed as inhibitors; 330,000 tested, 0.17% active; AID 485367;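 further: potency means the concentration at half of the fitted maximal effect; 0% = uninhibited 1x PFK enzyme wells and -100% = no-enzyme wells; nearly all actives have a fitted effect of over 60% in size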
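In TEA buffer at pH 8.0 with 5 mM MgCl2, enzyme (1.25 nM) converted F6P (0.5 mM) and ATP (0.1 mM) for 45 min at room temperature. ADP product was read by luciferase luminescence.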
Coupling enz: inhibits coupling enzyme system, counter-screen for aldolase hits. coupling enzyme system counterscreen, AmpLite Red fluorescence. activity change, negative = inhibition, % at 58.2 µM, hits read low. 290,000 tested, 0.67% active. AID 2472; in the data active means activity change below about -30%; further: on the % scale 0 is the no-effect control and ±100 the full control effect
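First, compound is pin-transferred into glyceraldehyde-3-phosphate coupling-enzyme reagent at 57.5 uM final and held 10 min at RT. Next, substrate, coupling system and AmpLite Red are added. After 20 min RT, fluorescence (525/598 nm) is read.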
Menin MLL FP TR: menin-MLL binding inhibition, Texas Red mutant peptide; Menin + Texas Red MLL mutant peptide, fluorescence polarization; Potency, µM (doses to about 61.6 µM), without a hit: at the top dose FP activity change, negative = inhibition, usual class: inhibitors; 270,000 tested, 0.23% active; active means well fitted inhibition curve with a large enough effect in the polarisation, with a control signal flat, not every such curve was filed as active; inconclusive means small, poorly fitted or top-dose-only effect, or effect the other way, or a change in a side signal; inactive means no such curve, though single readings can be large or run the other way; the % refers to the polarisation; further: potency means the concentration at half of the fitted maximal effect; % of control where 0% means no effect; many of its hits are not listed in these tables
PKM2 act: activators of human pyruvate kinase M2. P14618. purified PKM2, Kinase-Glo ATP luminescence, activation; response scale: 0% is enzyme alone, no compound. Potency, µM (highest dose often 57.5 µM), inactives show top-dose activation, most hits filed as activators. 260,000 tested, 0.34% active; further: potency means the concentration at half of the fitted maximal effect; on the % scale 0 is the no-effect control and ±100 the full control effect; nearly all actives have a fitted effect of over 55% in size
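Purified hPK-M2 (>95%) run at intermediate activity with 0.1 mM ADP and 0.5 mM PEP in 50 mM imidazole pH 7.2, KCl, MgCl2; 1 h room temperature. ATP formed read by Kinase-Glo luminescence; normalized to uninhibited and no-enzyme controls.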
B2AR arrestin: recruits beta-arrestin to the human beta2-adrenergic receptor; 330,000 tested, 0.02% active; beta-arrestin recruitment to beta2AR, cell-based reporter; AID 492947; Potency, µM (titrated, usually from 46.1 µM), for the others: at the top dose activation, most hits filed as activators;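 further: potency means the concentration at half of the fitted maximal effect; 0% = DMSO controls and full agonism = EC100 isoproterenol or metaproterenol; nearly all actives have a fitted effect of over 65% in size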
Target sequence (P07550 whole entry, looked up): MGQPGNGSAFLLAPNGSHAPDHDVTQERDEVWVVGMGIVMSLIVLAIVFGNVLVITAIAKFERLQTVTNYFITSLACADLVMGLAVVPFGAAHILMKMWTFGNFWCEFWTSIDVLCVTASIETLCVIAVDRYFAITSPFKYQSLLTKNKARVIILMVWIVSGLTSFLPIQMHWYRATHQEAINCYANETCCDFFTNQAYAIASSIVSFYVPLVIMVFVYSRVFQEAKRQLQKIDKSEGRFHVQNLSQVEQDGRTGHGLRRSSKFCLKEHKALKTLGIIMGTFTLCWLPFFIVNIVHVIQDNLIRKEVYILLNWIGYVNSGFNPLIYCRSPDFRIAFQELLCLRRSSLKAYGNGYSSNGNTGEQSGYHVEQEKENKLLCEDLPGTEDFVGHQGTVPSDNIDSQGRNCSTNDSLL
GALK inh: blocks human galactokinase activity; P51570; Purified GALK, Kinase-Glo residual ATP luminescence; Potency, µM (doses to about 57.5 µM), for the others: at the highest dose activity change, negative = inhibition, actives largely listed as inhibitors; 270,000 tested, 0.007% active; AID 1868; further: potency means the concentration at half of the fitted maximal effect; on the % scale 0 is the no-effect control and ±100 the full control effect
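Compounds were pin-transferred into ATP buffer (35 uM final), then GALK plus galactose (5 nM, 100 uM final) was added. After 1 h at room temperature, Kinase-Glo Plus was added and luminescence read after 10 min.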
BCR signal inh: blocks chronic active B-cell receptor signaling; ABC-DLBCL IkBa-CBG/CBR reporter, luminescence ratio, 4 h; Potency, µM (titrated, usually from 46.1 µM), without a hit: at the top dose ratio change, negative = lower green/red ratio, actives largely listed as inhibitors; 340,000 tested, 0.05% active; AID 493014; active means well fitted inhibition curve with a large enough effect in the signal ratio, with a control signal flat, not every such curve was filed as active; inconclusive means small, poorly fitted or top-dose-only effect, or effect the other way, or a change in a side signal; the % refers to the signal ratio;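 further: potency means the concentration at half of the fitted maximal effect; plate controls were basal doxycycline-induced cells for no effect and cells given 10 µM MG132 for full effect; MG132 reads +100%, hits lower the ratio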
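Doxycycline induced both beetle luciferases in TMD8 lymphoma cells; IKK-driven degradation limits the IkappaBalpha-fused green signal, while red luminescence normalises for cell number and nonspecific effects. Compounds tested up to 46 uM, 4 hrs.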
PTAP TSG101 blk: blocks PTAP/TSG101 interaction to inhibit HIV-1 budding; Q99816; Fluorescence polarization, FITC-PTAP peptide / Tsg101 binding; Potency, µM (series often up to 115 µM), inactives show at the highest dose activity change, negative = inhibition, usual class: inhibitors; 340,000 tested, under 10 active; AID 493005; active means well fitted inhibition curve with a large enough effect in the main read-out, with a control signal flat, not every such curve was filed as active; inconclusive means small, poorly fitted or top-dose-only effect, or effect the other way, or a change in a side signal; inactive means no such curve, though single readings can be large or run the other way; further: potency means the concentration at half of the fitted maximal effect; % of control where 0% means no effect
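Tsg101 binding domain (10 uM final) was mixed with compound and a FITC-labeled PTAP peptide (50 nM final) in HEPES pH 7.5 buffer with NaCl, Tween 20, EDTA and TCEP; fluorescence polarization was read after 20 min at r.t.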
a7 integrin act: activates integrin-mediated alleviation for muscular dystrophy | alpha7betagal myoblasts, beta-gal FDG fluorescence, 48 h | Potency, µM (titrated, usually from 38.3 µM), for the others: at the highest dose activation, most hits filed as activators | 350,000 tested, 0.064% active | AID 624291;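 further: potency means the concentration at half of the fitted maximal effect; 100% = response of the positive control SU9516; nearly all actives have a fitted effect of over 60% in size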
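Alpha7betagal+/- myoblasts (passage 13) were plated 16-24 hr, then exposed to compounds (1:260 dilution of DMSO stock) for 48 hours at 37C. After MPER lysis, β-galactosidase reporter activity was read as FDG fluorescence (ex 480/em 540) after 30 minutes.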
Giardia kill: kills Giardia lamblia. Giardia lamblia trophozoite viability. activity change, % at 7.66 µM, hits read low. 340,000 tested, 0.15% active. AID 540267; in the data active means activity change below about -80%; inconclusive means between about -30% and that limit;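 further: parasites exposed to compound for two days anaerobically before the ATP read; on the % scale 0 is the no-effect control and ±100 the full control effect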
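Trophozoite viability was measured as ATP-dependent luminescence, read 15-30 min after reagent addition. Before that, parasites at 100 cells/well were exposed to compounds for 48 h, anaerobically, at 37 deg C.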
ASM inhibitor: inhibitors of human secretory acid sphingomyelinase. placental ASM, HMU-PC fluorogenic substrate, 60 min. AID 504937. 340,000 tested, 0.006% active. P17405. Potency, µM (top dose mostly 57.5 µM), for inactives: top-dose activity change, negative = inhibition, usual class: inhibitors; further: potency means the concentration at half of the fitted maximal effect
Target sequence (P17405 47-631 limits assumed): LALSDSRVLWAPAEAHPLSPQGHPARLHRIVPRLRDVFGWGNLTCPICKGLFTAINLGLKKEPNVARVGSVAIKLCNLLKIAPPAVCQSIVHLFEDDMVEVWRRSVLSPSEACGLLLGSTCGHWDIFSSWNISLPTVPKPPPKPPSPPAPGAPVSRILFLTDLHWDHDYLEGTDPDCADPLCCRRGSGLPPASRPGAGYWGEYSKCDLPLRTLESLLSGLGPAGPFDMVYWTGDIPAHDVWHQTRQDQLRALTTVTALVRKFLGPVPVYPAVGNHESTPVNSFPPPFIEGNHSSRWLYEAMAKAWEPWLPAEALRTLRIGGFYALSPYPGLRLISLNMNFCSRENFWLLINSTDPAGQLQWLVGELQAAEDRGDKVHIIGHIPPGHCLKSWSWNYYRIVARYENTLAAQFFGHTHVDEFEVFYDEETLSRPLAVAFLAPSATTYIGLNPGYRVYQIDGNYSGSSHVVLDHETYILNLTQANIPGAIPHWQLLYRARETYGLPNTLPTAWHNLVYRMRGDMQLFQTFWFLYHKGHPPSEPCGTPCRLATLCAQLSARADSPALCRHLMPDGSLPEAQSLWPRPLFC
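Steps: dispense placental human ASM, pin compound, wait 10 min at room temperature, add HMU-PC0 substrate at 9 uM final, incubate 60 min at 37 °C, add stop solution raising pH to 10, read fluorescence.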
Numbers without * were called inactive; ? = inconclusive; / = not tested or not shown; & = joins results of further samples; [ ] = remark or other dose. Unless noted, the call rests on the fitted dose curve; in most records, active means well fitted curve in the direction sought with a large enough effect; inconclusive means small, poorly fitted or top-dose-only effect, or another doubt; inactive means no such curve, though single readings can be large; an effect the other way counts as inactive or inconclusive. The list is partial. The share of hits here may be higher or lower than overall.

SMILES | Tb PFK inh | Coupling enz | Menin MLL FP TR | PKM2 act | B2AR arrestin | GALK inh | BCR signal inh | PTAP TSG101 blk | a7 integrin act | Giardia kill | ASM inhibitor
CCCCc1cc(=O)oc2c(C)c(OCC(=O)NCC3CCC(C(=O)O)CC3)ccc12 (centres undefined) | -7% | 4 | -19% | -1% | -0.7% | / | 1% | 0% | 3% | -6 | -7%
CN1CCN(/N=C/c2nc(-c3ccc(Cl)cc3)n3ccccc23)CC1 | 0% | 1 | -14% | -2% | -0.2% | -1% | 5% | -3% | 1% | -12 | -2%
COC(=O)C1=C[C@@H](C(=O)OC)[C@@H]2C3=C(C(=O)C2(C)C)[C@H](c2ccccc2)[C@@H]2C(=O)N(C)C(=O)[C@@H]2[C@@H]3C1 | / | 0 | 3% | / | / | / | / | 0% | 1% | 35&5[activator] | -1%
Cc1nc2ccccc2nc1OCC(=O)NCC(F)(F)F | -1% | 4 | 1% | -3% | -0.7% | 1% | 0% | -3% | -4% | 13 | 3%
COc1ccccc1CNC(=O)c1cc(S(=O)(=O)N2CCOCC2)cn1C | -2% | -2 | 0% | 34% | -0.5% | / | -6% | -4% | -8% | -28 | 13%
COc1ccc(OC)c(C2/C(=C(/O)c3ccc(C)cc3)C(=O)C(=O)N2Cc2ccco2)c1 (centres undefined) | 5% | -3 | 2% | -4% | -0.4% | 0% | 0% | -2% | 8% | -27 | 1%
Cc1cccn2c(=O)c(/C=C(\C#N)C(=O)NCc3ccco3)c(N3CCCCCC3)nc12 | 1% | -1 | / | 6% | 1.0% | -3% | ? | -4% | -36%[inhibitor] | -11 | 18%
CN(Cc1cccc(F)c1)C(=O)C1CC(=O)N(c2ccc3c(c2)OCCO3)C1 (centres undefined) | -4% | / | / | / | 0.1% | / | 1% | -4% | 15% | 38[activator] | 0%
COc1cccc(-c2cc(C(=O)Nc3ccc4c(c3)OCO4)no2)c1 | 7% | 1 | -2% | 0% | 0.1% | 13% | ? | 0% | 33% | -6 | 34%[activator]
COc1ccc(NC(=O)C2CCN(S(=O)(=O)c3c(C)nn(C)c3C)CC2)cc1 | -1% | 1 | 3% | 1% | -0.9% | 0% | 2% | -3% | -18% | 10 | -3%
c1ccc(-c2nc3nonc3c3nc4ccccc4n23)cc1 | 1% | -1 | -20% | -4% | 0.1% | 1% | ? | -4% | -28% | 15 | 20%
COc1ccccc1-n1cnnc1SCC(=O)NCC1CCCO1 (centres undefined) | 0% | -1 | -1% | -5% | -0.1% | 5% | 2% | 0% | 14% | 4 | 3%
CC(C)c1ccccc1NC(=O)CC1(CC(=O)O)CCCC1 | -7% | 1 | / | -8% | -0.5% | 3% | -1% | -5% | 7% | -15 | 0%
CCN(CC)S(=O)(=O)c1cc(NS(=O)(=O)c2ccccc2)ccc1C | -4% | 2 | 12% | 0% | -0.2% | -3% | ? | -3% | -22% | -14 | 1%
CCOC(=O)C1CCN(c2nc(C)nc3c2oc2ccccc23)CC1 | -3% | -1 | -12% | -3% | -0.9% | -1% | ? | -8% | 6% | 13 | -1%
CN1C(C(=O)NCc2ccco2)CC2Cn3c(nc4ccccc43)C21 (centres undefined) | 0% | / | / | / | 0.0% | / | -8% | -8% | 25% | -22 | -1%
Cc1ccc(C(=O)O)cc1NC(=O)CSc1nnc(-c2ccccc2F)n1C1CCCCC1 | -2% | / | / | / | -1.9% | / | 5% | -4% | -15% | -7 | 4%
COc1ccc(S(=O)(=O)Nc2ccc(S(=O)(=O)N(C)C)cc2)cc1[N+](=O)[O-] | -7% | 11 | 1% | -6% | -2.1% | 1% | ? | -1% | 1% | -21 | -7%
CC(=O)C12OC1CC1C3CCC4=CC(=O)CCC4(C)C3CCC12C (centres undefined) | -4% | 0 | -7% | -6% | 0.0% | 1% | -2% | 2% | 17% | 13 | 1%
Cc1ccc(C)c(N2CCN(C(=O)c3ccc(NS(=O)(=O)c4c(C)noc4C)cc3)CC2)c1 | -3% | 2 | 2% | ? | -0.9% | -1% | -2% | -8% | -2% | -7 | -16%
CC(C)=NOCC(=O)Nn1c(COc2c(C)cccc2C)nc2ccccc2c1=O | -3% | 1 | -6% | 0% | -0.1% | 0% | -5% | 0% | -2% | -5 | 8%
O=C1Cc2ccccc2C(c2c(Cl)cccc2Cl)N1 (centres undefined) | 0% | 1 | -1% | 2% | 0.2% | -1% | 6% | 2% | 24% | 7 | 2%
COc1ccc(S(=O)(=O)Nc2ccc(Cl)cn2)c(C)c1C | -2% | 2 | -10% | -1% | -1.7% | 1% | 10% | -6% | -31% | -14 | -4%
CN1C(=O)c2ccc(C(=O)Nc3nccs3)cc2C1=O | 5% | 1 | -13% | -1% | -0.3% | 0% | 5% | -5% | 22% | -7 | -6%
Cc1ccc(Nc2nc(N3CCOCC3)nc(N3CCOCC3)n2)cc1Cl | -5% | -2 | 0% | / | 0.7% | 6% | -7% | -3% | -5% | -7 | -7%
CC(=O)c1ccc(S(=O)(=O)N(C)CC(=O)N2CCCCCC2)cc1 | -3% | 4 | -3% | / | -0.8% | 3% | -3% | -5% | 0% | -4 | 0%
COc1ccc(C2=CC(c3cc(OC)c(OC)c(OC)c3)NC(=S)N2)cc1 (centres undefined) | 2% | 0 | -2% | 3% | -0.1% | -1% | ? | 1% | -8% | -3 | 12%
CC(=O)c1ccc(OCC(O)Cn2nnc3ccccc32)cc1 (centres undefined) | 1% | 3 | -1% | -2% | -1.4% | 4% | ? | -10% | 7% | 28 | -1%
Cc1ccc(C(=O)NC=C(Cl)Cl)cc1 | 19% | -7 | 16% | 3% | 0.1% | 0% | ? | 1% | -4% | 15 | -1%
CCOc1cc(S(=O)(=O)NCc2ccc3c(c2)OCO3)ccc1F | -2% | 0 | 6% | 6% | 0.4% | 0% | 1% | -2% | -16% | -18 | 2%
CC(C)CNS(=O)(=O)c1ccc(S(=O)(=O)N2CCN(C3CCCC3)CC2)cc1 | 0% | -1 | -6% | -2% | 0.1% | -1% | -3% | 0% | -55%[inhibitor] | -2 | -2%
COc1ccc(NS(=O)(=O)c2cc(NC(=O)[C@H](C)NC(N)=O)ccc2N2CCCC2)cc1 | 0% | / | / | / | -0.1% | / | ? | -4% | 1% | -10 | 27%
COc1ccc(-c2noc(-c3ccc(Cl)cc3)n2)cc1 | 14% | 2 | 0% | 1% | -0.3% | -1% | ? | 0% | 15% | 7 | 5%
Cc1ccccc1NC(=O)COc1ccc(S(=O)(=O)N2CCCC2)cc1C | 1% | / | / | 6% | 0.1% | -2% | -2% | -3% | ? | -8 | -1%
Cc1cc(NC(=O)COC(=O)c2ccc(OC(F)(F)F)cc2)no1 | -2% | / | / | / | -0.2% | / | 9% | -2% | 8% | 20 | -2%
CCn1c(C(=O)O)c(CC(=O)Nc2ccccc2F)c2ccccc21 | 5% | 4 | 11% | -1% | 0.2% | 5% | 0% | -6% | -17% | 3 | 5%
CCOC(=O)c1c(NC(=O)CSc2nc3cccnc3n2C)sc(C(C)=O)c1C | -2% | 1 | -15% | -7% | -0.8% | -1% | 0% | -4% | -17% | 3 | -9%
CC(NC(=S)NNS(=O)(=O)c1cccc([N+](=O)[O-])c1)c1ccccc1 (centres undefined) | 0% | 3 | 4% | 0% | -0.8% | -3% | -1% | 0% | -13% | 7 | -1%
O=C(Cc1ncc(C(F)(F)F)cc1Cl)Nc1ccc(F)cc1 | -13% | -1 | 2% | 0% | -0.1% | -3% | ? | 2% | 27% | -14 | -1%
CCC1(C)OCC(Cn2c3ccccc3c3ccccc32)O1 (centres undefined) | -5% | 2 | 37%[activator] | 1% | -0.2% | -2% | 0% | / | / | / | /
O=[N+]([O-])c1ccc(Cl)c(S(=O)(=O)Nc2ccc(-c3ccc(N4CCCC4)nn3)cc2)c1 | ? | / | / | / | -0.2% | / | 14% | -4% | -5% | -3 | -10%
CC(=O)c1ccc(S(=O)(=O)NCCCC(=O)N(C)Cc2ccc3c(c2)OCO3)cc1 | 0% | / | / | / | -0.1% | / | 0% | -3% | -17% | 8 | -2%
CCOC(=O)CCNC(=O)CNC(=O)OCc1ccccc1 | -3% | 0 | 14% | 1% | 0.0% | 2% | 7% | -1% | 10% | -11 | 0%

Assay outcomes as filed in PubChem BioAssay.
